EPAC1 agonist – qHTS for Agonist of cAMP-regulated guanine nucleotide exchange factor 3 (EPAC1): primary screen; Rap guanine nucleotide exchange factor 3 (Homo sapiens), O95398; EPAC1 agonist qHTS, biochemical assay; response scale: 100% = response to 6.5 mM cAMP; Potency, µM (series often up to 154 µM), without a hit: top-dose activation, most hits filed as activators; 0.073% of 360,000 active; AID 720707, 2013; note: potency is the fitted concentration of half-maximal effect; nearly all actives have a fitted effect of over 60% in size
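Normalized to 6.5 mM cAMP, activity reflects EPAC1-catalysed release of BODIPY-GDP from Rap1B, followed kinetically over 30 min at 480 nm excitation, 540 nm emission. Reaction contained 100 nM EPAC1, 250 nM Rap1B-BODIPY-GDP, 50 uM GDP.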
PLK1 PBD block – qHTS for Inhibitors of PLK1-PDB (polo-like kinase 1 - polo-box domain): Primary Screen. 2.8% of 360,000 active. Serine/threonine-protein kinase PLK1 (Homo sapiens), P53350. Plk1 PBD binding of FITC phosphopeptide, fluorescence polarization. Potency, µM, for inactives: max response, negative = inhibition, usual class: inhibitors. AID 720504, 2013; note: potency is the fitted concentration of half-maximal effect; series mostly up to about 57 µM; % is set by controls: 0 for no effect and ±100 for the full control effect; nearly all actives have a fitted effect of over 65% in size
GLP1R inv ag – qHTS of GLP-1 Receptor Inverse Agonists (Inhibition Mode). Glucagon-like peptide 1 receptor (Homo sapiens), P43220. HEK293 GLP-1R CRE-luciferase, luminescence, 24 h; GLP-1R form is constitutively active. Potency, µM (titrated, usually from 38.3 µM), for inactives: at the top dose activity change, negative = inhibition, usual class: inhibitors. 1.6% of 410,000 active. AID 624417, 2012; note: potency is the fitted concentration of half-maximal effect; % is set by controls: 0 for no effect and ±100 for the full control effect; nearly all actives have a fitted effect of over 55% in size
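Assay principle: reduced luminescence from a cAMP-responsive reporter in HEK293 cells co-expressing a constitutively active GLP-1R. Conditions: 24 hr compound incubation, 37 deg C, 5% CO2.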
GLP1R cytotox – qHTS of GLP-1 Receptor Inverse Agonists: Cytotox Screen | AID 624418, 2012 | Potency, µM (titrated, usually from 38.3 µM), for inactives: at the highest dose activity change, negative = inhibition, most hits filed as inhibitors | HEK293 cAMP-luciferase reporter cells, luminescence, 24 h | 0.13% of 410,000 active;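 note: loss of luciferase light is scored as toxicity; potency is the fitted concentration of half-maximal effect; % is set by controls: 0 for no effect and ±100 for the full control effect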
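MLSMR compounds, 24 hr on cells at 37 deg C/5% CO2; luminescence after luciferase reagent (12 min RT). Inhibition counted as the undesired cytotoxic outcome.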
GLP1R ag – qHTS of GLP-1 Receptor Agonists; Glucagon-like peptide 1 receptor (Homo sapiens), P43220; HEK293 GLP-1R CRE-luciferase, luminescence, 4-6 h; cells express a hypersensitive GLP-1R form; Potency, µM (doses to about 45.6 µM), without a hit: top-dose activation, actives largely listed as activators; 0.007% of 380,000 active; AID 624172, 2012; note: potency is the fitted concentration of half-maximal effect; % of control where 0% means no effect
PTHR1 agonist – qHTS for PTHR1 Agonists: Primary Screen; HEK293 GP2 PTHR1 cells, GloSensor cAMP luminescence, 1 h; Potency, µM (titrated, usually from 115 µM), without a hit: at the top dose activation, most hits filed as activators; Parathyroid hormone/parathyroid hormone-related peptide receptor (Homo sapiens), Q03431; 0.075% of 410,000 active; note: potency is the fitted concentration of half-maximal effect; nearly all actives have a fitted effect of over 55% in size; some results filed as inactive show a strong effect at the top dose; inactives centre near -15; many of its hits are not listed in these tables
Target sequence (Q03431 whole entry, looked up): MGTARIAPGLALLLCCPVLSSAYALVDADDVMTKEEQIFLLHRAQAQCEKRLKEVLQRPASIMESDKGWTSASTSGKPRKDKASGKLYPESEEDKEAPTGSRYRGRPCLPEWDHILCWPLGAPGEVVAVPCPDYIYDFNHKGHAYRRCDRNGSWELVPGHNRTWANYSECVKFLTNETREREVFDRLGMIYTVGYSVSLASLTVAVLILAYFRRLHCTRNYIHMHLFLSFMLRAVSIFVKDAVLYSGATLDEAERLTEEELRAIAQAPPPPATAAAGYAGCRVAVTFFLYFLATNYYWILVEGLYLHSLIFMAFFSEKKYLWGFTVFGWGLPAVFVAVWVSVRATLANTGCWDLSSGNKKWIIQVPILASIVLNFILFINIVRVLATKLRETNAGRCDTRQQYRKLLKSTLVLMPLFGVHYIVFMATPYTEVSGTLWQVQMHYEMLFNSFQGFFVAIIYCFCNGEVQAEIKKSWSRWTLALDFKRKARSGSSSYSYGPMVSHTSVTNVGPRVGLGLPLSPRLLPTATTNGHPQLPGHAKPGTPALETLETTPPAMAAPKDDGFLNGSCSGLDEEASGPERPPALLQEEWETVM
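HEK-293-derived GP2 cells expressing PTHR1 and a GloSensor cAMP reporter, 3,000/well, plated overnight, given luciferin plus IBMX (each 0.5 mM as added) for 1 h at 37 °C, then compound for 1 h at 37 °C. Luminescence was read after 15 min at room temperature.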
EPAC1 antagonist – qHTS for Antagonist of cAMP-regulated guanine nucleotide exchange factor 3 (EPAC1): primary screen; Rap guanine nucleotide exchange factor 3 (Homo sapiens), O95398; EPAC1 GEF assay, Rap1b-BODIPY-GDP exchange fluorescence; Potency, µM (top dose mostly 115 µM), inactives show top-dose activity change, negative = inhibition, actives largely listed as inhibitors; 0.14% of 360,000 active; AID 720709, 2013;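 note: potency is the fitted concentration of half-maximal effect; plate controls were vehicle for no effect and positive control for full effect; nearly all actives have a fitted effect of over 50% in size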
IL2 activator – qHTS of IL-2 Activators | AID 652025, 2013 | IL-2 activation reporter assay, cell-based qHTS; stimulated with anti-CD3/CD4/CD28 beads; in transgenic mouse T cells | activation, % (series mostly up to about 46 µM) | 0.065% of 360,000 active; in the data active = activation above about 50%; inconclusive = mostly about 30% to 49%; note: 0% is about no effect
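Unstimulated transgenic mouse T cells preincubated 60 min with compound, then stimulated with anti-CD3/anti-CD4-coated beads plus anti-CD28 for 18 h at 37 degrees C. IL-2 response read as EGFP and DsRed fluorescence by plate cytometry.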
PI5P4K alpha inh – qHTS for Inhibitors of phosphatidylinositol 5-phosphate 4-kinase (PI5P4K); Phosphatidylinositol 5-phosphate 4-kinase type-2 alpha (Homo sapiens), P48426; PI5P4Kalpha enzyme, ADP-Glo luminescence, 60 min; active compounds read low; max response, %; 1.2% of 330,000 active; AID 652105, 2013; active = max response of -50% or lower; inconclusive = between -30% and -50%; inactive = -30% or higher; note: value at the top dose of about 77 µM; % is set by controls: 0 for no effect and ±100 for the full control effect
Target sequence (P48426 whole entry, looked up): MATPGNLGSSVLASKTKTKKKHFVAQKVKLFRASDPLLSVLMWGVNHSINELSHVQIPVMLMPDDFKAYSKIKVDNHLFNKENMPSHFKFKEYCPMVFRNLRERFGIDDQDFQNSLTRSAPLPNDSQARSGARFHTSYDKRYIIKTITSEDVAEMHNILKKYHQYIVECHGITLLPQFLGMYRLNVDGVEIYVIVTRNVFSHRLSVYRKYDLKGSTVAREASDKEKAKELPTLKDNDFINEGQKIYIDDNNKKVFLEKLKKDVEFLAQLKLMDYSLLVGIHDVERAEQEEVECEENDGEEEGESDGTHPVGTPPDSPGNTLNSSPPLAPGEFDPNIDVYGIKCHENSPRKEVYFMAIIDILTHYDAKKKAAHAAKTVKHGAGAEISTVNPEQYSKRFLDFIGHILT
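PI5P4Kalpha ADP-Glo assay; 5 microM ATP final; 60 min RT reaction; HEPES pH 7.4/EGTA/CHAPS, 5% DMSO; controls lacking substrate or enzyme; luminescent end-point.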
* = called active by the depositor; i = inactive; ? = inconclusive; · = no result given; [ ] = another dose, or the depositor's remark. Unless noted, calls come from the whole dose curve; as a rule, active = well fitted curve in the direction sought with a large enough effect; inconclusive = small, poorly fitted or top-dose-only effect, or another doubt; inactive = no such curve, though single readings can be large; an effect the other way counts as inactive or inconclusive.

No.	canonical_smiles	EPAC1 agonist	PLK1 PBD block	GLP1R inv ag	GLP1R cytotox	GLP1R ag	PTHR1 agonist	EPAC1 antagonist	IL2 activator	PI5P4K alpha inh
1	C/C(=N\NC(N)=S)C1(C)CC2(CC(C)(C)OC2=O)C(=O)O1 (stereo not given)	-9%	-2%	-12%	8%	-3%	i	-21%	-1.9	-2
2	CCCN(Cc1ccccc1)C(=S)Nc1ccc(OCC)cc1	0%	1%	?	2%	10%	-10%	-15%	-2.5	6
3	O=S1(=O)N[C@H](Cc2ccccc2)COc2cc(N3CCC[C@@H]3CO)ccc21	-6%	-18%	?	-25%	1%	-68%[inhibitor]	-14%	1.4	-4
4	COc1ccccc1-n1ccnc(SCC(=O)NC2CCCCC2)c1=O	-7%	-10%	?	1%	4%	-69%[inhibitor]	7%	-2.9	1
5	Cc1ccccc1CN(C)CCc1ccccn1	6%	-5%	-2%	10%	0%	-28%	13%	1.7	-2
6	COc1ccc(N(Cc2cc3cccc(C)c3[nH]c2=O)S(=O)(=O)c2ccc(Cl)cc2)cc1	3%	-1%	-1%	2%	-8%	i	-25%	-0.8	-7
7	CCOC(=O)c1c(C)[nH]c(C(=O)OCC(=O)N(C)c2c(N)n(Cc3ccccc3)c(=O)[nH]c2=O)c1C	6%	9%	33%[activator]	17%	-7%	-18%	11%	0.8	2
8	CC(C)CC(=O)Nc1ccc(-c2nnn(CC(=O)NCc3ccco3)n2)cc1	-17%	-16%	-8%	-13%	10%	-14%	-10%	0.8	-2
9	CCCCCC(=O)Nc1ccc2oc(-c3ccncc3)nc2c1	-11%	0%	35%[activator]	-8%	4%	-15%[57.5 µM]	-1%	-0.2	2
10	COc1cc(-c2nnc(SCc3cccnc3)n2C)cc(OC)c1O	0%	-2%	63%[activator]	5%	-7%	i	10%	-0.6	·
11	CC(/C=C/c1ccc(C)o1)=C\C(=O)O	11%	-27%	10%	12%	-2%	-22%	0%	-3.9	-5
12	CCCCCNC(=O)C(c1cccc2ccccc12)n1c(=O)c(-c2ccco2)nc2ccccc21 (stereo not given)	12%	?	?	-16%	·	-3%	-10%	-1.1	-57*
13	O=C(NC1CC1)C1CCN(Cc2cnn(-c3ccccc3)c2-n2cccc2)CC1	1%	-8%	0%	5%	0%	-42%[inhibitor]	-5%	-1.4	0
14	C=CCSc1nnc(-c2cccc3ccccc23)o1	-13%	·	·	·	0%	-6%	1%	-0.8	·
15	Cn1c(=O)c2c(nc(NCCO)n2CCc2ccccc2)n(C)c1=O	1%	-7%	6%	3%	-1%	-10%[57.5 µM]	-8%	-1.3	·
16	CC(C#N)N1CCN(S(=O)(=O)c2ccc3c(c2)CCC3)CC1 (stereo not given)	6%	-4%	4%	4%	6%	i	-13%	-0.6	-1
17	CCOC(=O)c1[nH]c2c(c1-c1ccccc1)C(=O)CC(c1ccc(Cl)cc1)C2 (stereo not given)	-9%	-8%	-2%	10%	-3%	-6%	-9%	-1.5	-1
18	FC(F)(F)c1cc(NC2CCCCC2)ccn1	0%	-12%	1%	-1%	4%	i	9%	0.7	1
19	O=C(CCNC(=O)C1CCN(S(=O)(=O)c2ccc(F)cc2)CC1)Nc1ccccc1	10%	-16%	1%	-16%	-4%	-3%	11%	0.2	0
20	COC(=O)[C@@H]1C[C@H]2CC[C@H](O)C[C@H]2N1Cc1ccc(C(C)(C)C)cc1	-27%	-22%	1%	-8%	5%	-11%	?	-0.1	-16
21	C[C@H](NC(=O)c1ccc(Cl)cc1)C(=O)OCn1nnc2ccccc2c1=O	8%	-9%	3%	-4%	-6%	-26%	9%	-2.2	-5
22	Cc1ccc(C(=O)N/C(=C/c2ccccc2)C(=O)NCc2ccncc2)cc1	5%	-2%	3%	2%	0%	i	-18%	0.2	2
23	Cc1ccc(C)c(-c2nc3cc(N)ccc3o2)c1	-2%	-3%	54%[activator]	38%[activator]	24%	-7%[57.5 µM]	-1%	-0.6	21
24	CC(C)(C)c1ccc(C(=O)c2c[nH]c(C(=O)NCCc3ccccn3)c2)cc1	1%	-8%	-16%	0%	3%	-15%	-2%	-1.5	-11
25	O=C(NN1CCOCC1)c1cc(-c2cccc(Cl)c2)nc2ccccc12	7%	-7%	4%	-22%	1%	i	-4%	-0.5	·
26	COc1ccc(NS(=O)(=O)c2c(F)cc(F)c(Cl)c2F)cc1S(=O)(=O)N1CCCCC1	-2%	-3%	-26%	2%	-4%	-24%	-15%	-0.7	-2
27	CC(Oc1cccc2cccnc12)C(=O)N/N=C/c1ccccc1 (stereo not given)	1%	-2%	14%	16%	16%	-8%	-15%	1.2	-3
28	CN(C)CCNCCCNc1c2ccccc2nc2cccc([N+](=O)[O-])c12	-8%	-6%	-18%	-39%	-2%	-22%	7%	3.0	-1
29	Cc1csc(NC(=O)CSc2nnc(-c3ccc(Cl)cc3)n2N)n1	-1%	-2%	0%	-1%	6%	-8%	-21%	0.5	·
30	COc1ccc(NC(=O)NNC(=O)COc2ccc3cc(Br)ccc3c2)cc1OC	-2%	-5%	4%	-1%	-5%	?	-2%	-1.4	-7
31	Cc1cc(SCC(=O)Nc2ccc(O)cc2)n2ncc(-c3ccccc3)c2n1	15%	-11%	13%	-17%	24%	i	-10%	-1.0	1
32	CC(=O)Nc1nnc(SCc2ccc(F)cc2)s1	6%	-11%	33%[activator]	2%	-1%	i	5%	-1.2	·
33	Cc1cc(C(=O)COC(=O)c2ccc(NC(=O)CC#N)cc2)c(C)n1CC(F)(F)F	-15%	-1%	6%	-14%	-3%	0%	-4%	-2.0	-22
34	Cc1nc(-c2ccc(Cl)cc2)sc1C(=O)NN	-3%	0%	-16%	11%	7%	i	2%	5.4	0
35	CC(C)NC(=O)CN1C(=O)NC(CCc2ccccc2)C1=O (stereo not given)	-9%	-2%	-6%	-6%	-6%	i	-28%	-0.1	2
36	Fc1c(F)c(F)c(/C=N/NC(=S)Nc2cccnc2)c(F)c1F	-2%	-6%	19%[7.66 µM]	?	-4%	-77%[inhibitor]	13%	-0.6	-11
37	COc1ccc(OC)c(S(=O)(=O)Nc2c(NC3CCCCC3)c3ccccc3oc2=O)c1	-2%	6%	3%	-22%	1%	-8%	-10%	-1.0	-3
38	CN(C)S(=O)(=O)c1cc(NC(=O)COC(=O)CC2Sc3ccccc3NC2=O)ccc1Cl (stereo not given)	1%	-2%	24%	3%	12%	i	?	-0.5	-19
39	CCc1nc2ccc(C(=O)N3CCN(C(=O)c4ccco4)CC3)cn2c1N(CC)Cc1cccc(Br)c1	0%	1%	2%	-8%	0%	i	-9%	0.5	-3
40	CCOc1ccc(NC(=O)COC(=O)c2ccc3ncsc3c2)cc1OCC	-5%	-1%	7%	6%	-7%	i	12%	2.8	5
41	CCOC(=O)N=Nc1c(O)n(Cc2ccccc2)c2ccccc12	5%	-10%	8%	-19%	0%	-42%[inhibitor]	0%	-0.3	1
42	Cc1ccc(C)c(Oc2nc3c(c(=O)n(C)c(=O)n3C)n2Cc2ccccc2)c1	·	·	3%	-4%	2%	-25%	·	·	·
43	C=C(C)Cc1c(C)c(C#N)c2nc3ccccc3n2c1NCCCN(C)C	-4%	-10%	-14%	32%[activator]	-8%	i	-18%	1.5	0
44	O=C1C=C(c2ccc(Oc3ccccc3)cc2)C[C@@H](c2ccc3c(c2)OCO3)C1	-10%	-3%	6%	0%	7%	-8%	0%	1.1	5
45	N#Cc1ccc(C(=O)N2CCCC(c3cc(C(=O)NCc4cccnc4)no3)C2)cc1 (stereo not given)	-12%	-2%	-11%	0%	-4%	-30%[inhibitor]	-7%	-0.4	3
46	c1ccc2c(-c3nn4nnnc4c4ccccc34)cccc2c1	10%	?	-19%	-28%	3%	-12%	-6%	-0.9	-5
47	Cc1nc(NC(=O)c2ccccc2)sc1-c1cc(C(=O)N2CCOCC2)nn1CCO	7%	-7%	6%	-14%	·	3%	4%	-0.7	2

2 entries from above, with two lines to a compound:
Each structure is followed by: EPAC1 agonist	PLK1 PBD block	GLP1R inv ag	GLP1R cytotox	GLP1R ag	PTHR1 agonist	EPAC1 antagonist	IL2 activator	PI5P4K alpha inh
[16] CC(C#N)N1CCN(S(=O)(=O)c2ccc3c(c2)CCC3)CC1 (stereo not given)
  6%	-4%	4%	4%	6%	i	-13%	-0.6	-1
[40] CCOc1ccc(NC(=O)COC(=O)c2ccc3ncsc3c2)cc1OCC
  -5%	-1%	7%	6%	-7%	i	12%	2.8	5

4 of the compounds above, in transposed form.
[43] C=C(C)Cc1c(C)c(C#N)c2nc3ccccc3n2c1NCCCN(C)C
[44] O=C1C=C(c2ccc(Oc3ccccc3)cc2)C[C@@H](c2ccc3c(c2)OCO3)C1
[45] N#Cc1ccc(C(=O)N2CCCC(c3cc(C(=O)NCc4cccnc4)no3)C2)cc1 (stereo not given)
[46] c1ccc2c(-c3nn4nnnc4c4ccccc34)cccc2c1

entry no.,43,44,45,46
EPAC1 agonist,-4%,-10%,-12%,10%
PLK1 PBD block,-10%,-3%,-2%,?
GLP1R inv ag,-14%,6%,-11%,-19%
GLP1R cytotox,32%[activator],0%,0%,-28%
GLP1R ag,-8%,7%,-4%,3%
PTHR1 agonist,i,-8%,-30%[inhibitor],-12%
EPAC1 antagonist,-18%,0%,-7%,-6%
IL2 activator,1.5,1.1,-0.4,-0.9
PI5P4K alpha inh,0,5,3,-5

Screens as filed in PubChem BioAssay.

Some of the compounds tested, so the mix of outcomes need not match the whole.
